ER stress rescue: rescue of cells from ER stress-induced death, primary screen, 384-well, CSM14.1, thapsigargin, ATP luminescence (AID 1222); CSM14.1 thapsigargin-induced death rescue, ATP luminescence; higher % means a stronger effect; one-dose cellular ATP content (survival), % at 20 µM; EC50 in µM for titrated hits; 190,000 tested, under 10 active;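 active = EC50 below 50 µM in the dose-response confirmation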;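 note: death triggered by thapsigargin at about 15 µM added after 2 h compound pretreatment; cell ATP read after overnight thapsigargin exposure of roughly 18 to 22 hours; normalized against plate controls of thapsigargin alone and 5% DMSO vehicle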
UTI89 phage lysis: inhibition of K1F phage lysis, E. coli UTI89, bacterial capsule biogenesis inhibitors, alamar blue (AID 488966); E. coli UTI89 K1F phage lysis, alamar blue, 2 h; higher % means a stronger effect; inhibition, % at 100 µM, or IC50 in µM where a hit was titrated; actives 0.02% (n = 340,000);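 active = phage lysis inhibition, versus mean bacterial control, above a set limit; inconclusive = no clear call, values can overlap the other calls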;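 note: capsule biogenesis inhibitors block K1F phage lysis so surviving cells raise fluorescence; higher fluorescence means more inhibition of phage lysis; actives were called in the ten point dose series up to 300 µM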
WT yeast gro inh: growth inhibition of WT strain, primary screen, mitochondrial fusion inhibitor project, WT and mutant strains, chemical genetic; mitochondrial fusion phenotypic screen; AID 1362, 2008; inhibition, % at 10 µM; actives 2.1% (n = 190,000); in the data active = inhibition above about 58%; tested in S. cerevisiae
RSV CPE inhibition: RSV antiviral activity via CPE protection, HEp-2 cells, primary 10 µM value included (AID 2391). HEp-2 cells, RSV-induced CPE inhibition; higher % means a stronger effect. CPE inhibition, % at 10 µM; hits with a dose series show IC50 in µM. actives 0.13% (n = 310,000); in the data active = a potency from the dose series; inconclusive = CPE inhibition mostly from about 23% at the one dose, without a potency; inactive = the rest, 99 in 100 with CPE inhibition below about 21%; note: strong numbers were not always called active
West Nile antiviral: West Nile virus antiviral activity, cell-based, CPE readout (AID 1621); West Nile virus-infected cells, CPE inhibition; higher % means a stronger effect; one-dose CPE inhibition, % at 10 µM; IC50 in µM for titrated hits; actives 0.02% (n = 290,000); in the data active = a potency from the dose series; inconclusive = CPE inhibition mostly from about 3.7% at the one dose, without a potency; inactive = the rest, 99 in 100 with CPE inhibition below about 2.2%; note: strong numbers were not always called active
Large T inhibition: SV40 large T antigen inhibitors, biochemical (AID 1903); SV40 large T antigen ATPase/helicase inhibition assay; higher % means a stronger effect; one-dose inhibition, % at 20 µM; IC50 in µM for titrated hits; actives 0.39% (n = 310,000); in the data active = a potency from the dose series; inconclusive = inhibition mostly from about 32% at the one dose, without a potency; inactive = the rest, 99 in 100 with inhibition below about 32%; note: strong numbers were not always called active
Dengue-2 NS5 capping: Dengue-2 NS5 methyltransferase inhibitors, primary screen, biochemical, confirmation dose response (AID 588689) | actives 0.3% (n = 340,000) | inhibition, % at 25 µM; hits with a dose series show IC50 in µM | Dengue-2 NS5 methyltransferase capping enzyme assay, biochemical; higher % means a stronger effect | Genome polyprotein (Dengue virus type 2 (strain 16681-PDK53)); in the data active = a potency from the dose series; inconclusive = inhibition above about 29% without an active follow-up result
Yfh1-off respiration: enhancers of respiration in Yfh1-depleted yeast, dose response, Friedreich's ataxia, plus single-dose screen (AID 1465). S. cerevisiae Yfh1-off respiration, WST-1 reduction, 72 h; higher fold induction means a stronger effect. one-dose fold induction at 50 µM; EC50 in µM for titrated hits. actives 0.074% (n = 220,000);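 active = fold induction of absorbance versus untreated yeast above a set limit, then at least 30% activation at any dose in follow-up; inconclusive = repeats straddling the limit, or above it without dose testing; inactive = fold induction below the set limit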;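 note: activators that raise dye reduction in frataxin-depleted yeast; strong numbers were not always called active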
XIAP displacement: XIAP antagonists, biochemical, IAP family, fluorescence polarization (AID 1018). E3 ubiquitin-protein ligase XIAP (Homo sapiens). XIAP BIR domain, fluorescence polarization peptide displacement; higher % means a stronger effect. displacement, % at 20 µM; hits with a dose series show IC50 in µM. actives 0.007% (n = 200,000); in the data active = displacement above about 50%; note: a part of the inactive calls stands beside numbers as strong as those of hits
WT yeast gro inh mutant strain: second read-out of WT yeast gro inh, no call of its own (marks repeat the call); inhibition, %; mitochondrial fusion phenotypic screen, mutant strain inhibition
Dengue-2 NS5 capping pilot replicate: second read-out of Dengue-2 NS5 capping, no call of its own (marks repeat the call); inhibition, %; measured here: pilot screen replicate inhibition
The depositor's hits bear a star; i = inactive; ? = inconclusive; / = no result given; [ ] = another dose, or the depositor's remark.

SMILES | ER stress rescue | UTI89 phage lysis | WT yeast gro inh | WT yeast gro inh mutant strain | RSV CPE inhibition | West Nile antiviral | Large T inhibition | Dengue-2 NS5 capping | Yfh1-off respiration | XIAP displacement | others
CCOC(=O)C1C(=O)C=C(c2ccc(C)cc2)CC1c1ccc([N+](=O)[O-])cc1 (stereo unspecified) | 4.1% | 1.5% | 36 | 18 | / | -0.7% | 5% | -6% | i | -23%
O=C(C1=C(O)C(=O)N(Cc2ccccc2)C1c1ccco1)c1ccco1 (stereo unspecified) | -0.4% | -0.2% | 35 | 5 | 3.1% | 0.1% | 4% | 12% | i | -4.3%
CCCCCCCC(=O)N/N=C/c1ccc(Br)cc1 | -1.5% | -3.4% | 7 | 10 | 7.0% | -0.4% | 11% | -7% | i | -1.5%
c1nc2sc3c(c2c2nnnn12)CCC3 | 0.9% | 0.5% | -1 | -5 | 9.2% | -0.3% | 50% | -1% | i | -7.1% | Dengue-2 NS5 capping pilot replicate=4.9
COc1ccc(NC(=O)Cc2nnc(SCC(=O)NC3=NCCS3)n2C)cc1 | / | 0.5% | / | / | 0.4% | -0.1% | 11% | 2% | / | /
COc1ccc(-c2[nH]ncc2/C=N\NC(=O)c2ccc(C(C)(C)C)cc2)cc1OC | -7.6% | -1.6%[50 µM] | 5 | -7 | 5.1% | -1.3% | 0% | -5% | i | -10%
N#CC1=C(N)NC(SCC(=O)Nc2ccccc2)=C(C#N)C12CCCC2 | -0.8% | 0.1% | 6 | -5 | 3.6% | 0.2% | 1% | -17% | i | -0.3%
Cn1nc(C(C)(C)C)c([N+](=O)[O-])c1C(=O)NC1CCCCC1 | / | 0.5% | / | / | 0.2% | 0.3% | 9% | -3% | / | /
C[C@H](NC(=O)[C@H]1N2C(=O)c3ccccc3C2SC1(C)C)C(=O)NCc1ccncc1 (stereo partly specified) | / | 0.1% | / | / | 1.8% | -0.1% | 4% | -5% | / | /
COc1ccc(S(=O)(=O)N2CCCCCC2)cc1C(=O)Nc1cccc(C)n1 | / | -0.1% | / | / | 2.0% | 1.4% | -1% | -7% | / | /
COc1ccc(OCc2cc(C(=O)NC(C)c3cnn(C)c3)no2)c(Cl)c1 (stereo unspecified) | / | 7.0% | / | / | 1.1% | -0.2% | 11% | 0% | / | /
NCCOc1ccccc1-c1ccccc1 | -2.2% | -0.4%[50 µM] | 7 | 3 | 0.4% | -0.1% | 15% | -11% | i | -0.8%
CN(c1ccccc1C(=O)NCc1ccccc1Cl)S(=O)(=O)c1ccccc1 | / | 0.1% | / | / | 1.8% | 0.1% | 0% | -2% | / | / | Dengue-2 NS5 capping pilot replicate=-8.8
CC(C)c1csc(CN2CCC(CO)(Cc3cccc(F)c3)CC2)n1 | -2.5% | 8.6% | -3 | -3 | 18% | -1.5% | / | 0% | i | -7.2%
COc1ccc(-c2ccccc2)cc1NCc1ccc(OC)c(OC)c1 | 17% | 5.1% | 39 | 9 | 4.1% | -0.3% | 11% | 1% | i | -1.1%
Cc1cccc(OCc2nnc(SCC(=O)c3ccccc3)o2)c1 | -0.9% | -0.4% | 21 | 18 | 4.8% | -0.4% | -1% | -10% | i | -6.9%
CCC(=O)OCc1cc2cccc(C)c2[nH]c1=O | -0.8% | 0.2% | 1 | 8 | 2.7% | -0.5% | 4% | -3% | i | -6.4%
Cc1ccccc1-c1nnc2c3ccccc3c(C)nn12 | 1.4% | 0.1% | 3 | -1 | -1.9% | -0.2% | 4% | -2% | i | -2.6%
COc1ccc(OCC(O)CNC(=O)c2ccc(Br)cc2)cc1 (stereo unspecified) | -3.3% | 0.8% | 1 | 3 | 2.4% | -0.6% | 1% | -6% | i | -2.0% | Dengue-2 NS5 capping pilot replicate=-2.0
O=C(c1ccc2ccccc2c1)N1CCCCC1 | / | 0.5% | / | / | 1.0% | -0.8% | 13% | -2% | / | /
CS(=O)(=O)N1CCN(c2ncnc3c2cnn3-c2ccccc2)CC1 | 0.0% | 1.6% | -19 | -6 | -0.3% | -0.9% | 2% | -15% | i | -1.6%
Cc1ccc(CNC(=O)C(=O)NCC2OCCN2S(=O)(=O)c2cccs2)cc1 (stereo unspecified) | -3.1% | -0.5% | -4 | -13 | 1.7% | 0.0% | 10% | -1% | i | -4.8%
CN(C)C1=NC[C@H](Cc2ccccc2)N1CCC1CCCC1 | / | 5.9% | / | / | -0.4% | / | 1% | 7% | / | /
O=C(NC1CCCCC1)N1CCN(c2ccccc2Cl)CC1 | / | 1.8%[50 µM] | / | / | 2.2% | -1.2% | 12% | -3% | / | /
O=C(Nc1ccnn1C1CCN(C2CCC2)CC1)c1ccccc1Cl | / | 0.3% | / | / | 0.3% | -0.1% | 10% | -6% | / | /
CN(C)CCCN(CCCN(C)C)C(=S)Nc1ccc(S(=O)(=O)N2CCOCC2)cc1 | / | 0.1% | / | / | -0.4% | ? | 11% | -8% | i | /
O=C(O)c1ccc(C[n+]2c(-c3ccccc3)csc2Nc2ccccc2)cc1 | -0.8% | 0.6%[50 µM] | 12 | -20 | 16% | 2.3% | 11% | 1% | i | -9.3%
O=C(NC1CC(=O)N(c2ccc(F)cc2)C1)N1CCN(C(=O)c2ccco2)CC1 (stereo unspecified) | / | 1.2%[50 µM] | / | / | -0.6% | / | 11% | 7% | / | /
CCOc1cc(C(=O)OCC(=O)Nc2cccc(C)c2)ccc1OCC(=O)N1CCOCC1 | -2.0% | 0.2% | -25 | 21 | -0.1% | -0.3% | 22% | 3% | i | -6.4%
Cc1ccccc1-c1nc(CS(=O)(=O)CC(=O)N2CCc3ccccc3C2)c(C)o1 | 1.9% | 5.5% | -9 | -22 | 8.4% | -0.4% | 6% | -4% | i | -3.7%
CC(C)[C@H](NC(=O)c1ccccc1)C(=O)OCC(=O)c1ccccc1F | -0.9% | 0.3% | -8 | -12 | 1.5% | 0.1% | 13% | -1% | i | -7.5%
O=C1CC2(CCN(C(=O)c3ccc(Br)cc3)CC2)Oc2ccccc21 | / | -0.1%[50 µM] | / | / | ? | / | 9% | -1% | / | /
COc1ccccc1-n1ccn(CC(=O)Nc2ccc(C)cc2Cl)c(=O)c1=O | / | 1.4%[50 µM] | / | / | 1.3% | / | 13% | -9% | / | /
CC(C)N(CC(N)=O)C(=O)c1sc2cc(F)ccc2c1Cl | 1.0% | -0.1% | 16 | -7 | 1.6% | -0.6% | 2% | -6% | i | -7.1%
Cc1cccc(NCc2ccccc2O)c1 | -3.1% | 1.6% | -5 | -1 | 2.8% | 0.1% | 7% | -1% | i | -5.5%
COc1ccc(C)cc1NC(=O)C(Sc1nnc(-c2cccs2)o1)c1ccccc1 (stereo unspecified) | -2.2% | 5.7% | -1 | -2 | 4.6% | 0.0% | 9% | 4% | i | 1.0%
CCOC(=O)Cc1c[nH]c(=S)[nH]c1=O | / | 0.6% | / | / | 0.8% | -0.6% | 6% | -1% | i | /
Cc1ccc(NC(=O)CN2C(=O)COc3ccc(S(=O)(=O)N4CCOCC4)cc32)cc1N(C)C | / | 0.2% | / | / | 0.9% | -0.2% | 4% | -4% | / | /
CCCCN(C(=O)Cn1nnc2ccccc21)C(C(=O)NCc1ccco1)c1ccncc1 (stereo unspecified) | -1.8% | 1.6% | -7 | -4 | 0.4% | -0.5% | 18% | -12% | i | -3.9%
CCOC(=O)c1cc(CO)cc(C(=O)OCC)c1 | / | 0.9% | / | / | 1.2% | 0.0% | 2% | 7% | i | /
COc1ccc(N2CCN(C(=O)c3ccc(NS(=O)(=O)c4ccc(F)cc4)cc3)CC2)cc1 | 3.7% | 1.1% | 11 | 17 | 17% | 0.1% | 29% | -1% | i | -3.0%
COCCNC(=O)/C(C#N)=C/c1ccc(O)c([N+](=O)[O-])c1 | 1.6% | i | 3 | 2 | 1.4% | -0.8% | 7% | -7% | i | -8.2%
CCN(C(=O)CN1CCN(C)CC1)c1cccc2ccccc12 | -2.4% | 7.1% | -4 | 15 | -0.3% | 0.2% | 1% | -4% | i | -2.3%
CSc1nc(Oc2ccc3ccccc3c2)c2ccccc2n1 | 1.2% | 0.5% | 49 | 18 | 1.4% | 0.9% | 3% | -1% | i | -2.4%
CC(C)N(C(=NCc1ccccc1)NC(=O)c1ccccc1)C(C)C | / | 2.9% | / | / | 3.3% | / | 4% | -8% | / | /
O=C(Cc1ccccc1[N+](=O)[O-])NCc1ccncc1 | 2.2% | -0.1% | 0 | 7 | 1.0% | -0.1% | 5% | -7% | i | -5.4%
COc1ccc(-c2csc(NC(=O)CN3C(=O)CCC3=O)n2)c(OC)c1 | -3.8% | 5.0% | 7 | 2 | 1.4% | -0.8% | 7% | -12% | i | -1.6%
Cc1ccc(S(=O)(=O)c2nc(S(=O)(=O)c3ccc(C)cc3)c(NCc3ccco3)s2)cc1 | 1.2% | -0.8% | 15 | -4 | 0.4% | -0.4% | 6% | 7% | i | -4.3%
O=C(Nc1ccc(S(=O)(=O)N2CCCC2)cc1)c1ccc2c(=O)n3c(nc2c1)CCCCC3 | -2.2% | 6.0% | 9 | 13 | 1.7% | -0.9% | 21% | -2% | i | 4.8%
COc1cc2c(cc1OC)C(C)N(C(=O)c1ccc(C)o1)CC2 (stereo unspecified) | / | 1.7%[50 µM] | / | / | 3.1% | 0.0% | 9% | 1% | / | /
Fc1cccc(Nc2nc3ccccc3n3nnnc23)c1 | -0.3% | 0.1% | 18 | 23 | 2.1% | 0.2% | -3% | -1% | i | -0.4%
CC(C)[C@H](NC(=O)[C@H](CCCN=C(N)N)NC(=O)NC(Cc1ccccc1)C(=O)O)C(=O)NC(C=O)CCCN=C(N)N (stereo partly specified) | -3.6% | 3.5% | -8 | -30 | 0.0% | 0.8% | 13% | -4% | i | -8.9%
COc1cc(C(=O)Nc2c(C)cc(C)cc2C)c([N+](=O)[O-])cc1OC | 2.7% | 0.7%[50 µM] | -13 | -2 | 1.1% | -0.4% | 19% | -7% | i | -14%
CN(C)CCn1c2c(c(SCC(=O)NCc3ccccc3)nc1=O)CCC2 | / | 0.3%[50 µM] | / | / | -2.2% | / | 9% | 0% | / | /

Screening data (PubChem BioAssay)
